NOD2 inhibition: NOD2 signaling inhibitors, cell-based, luminescence, uHTS, HEK293 (AID 1566) | HEK293 NOD2/NF-kB luciferase reporter, luminescence; higher % means a stronger effect | inhibition, % at 4 µM, or EC50 in µM where a hit was titrated | 290,000 tested, 0.63% active; also: many of its hits are not listed in these tables
HIV peptide binding: inhibitors of HIV fusion peptide binding, primary screen, biochemical, uHTS, fluorescence dequenching (AID 1986) | cell-free peptide binding, fluorescence dequenching, 30 min; higher % means a stronger effect | inhibition, % at 20 µM, or IC50 in µM where a hit was titrated | 290,000 tested, 0.3% active; in the data active = inhibition mostly above about 52%, no sharp cut-off; inactive = mostly below about 76%; also: some results filed as inactive read as strong as hits
Myeloid diff 2: promotes myeloid progenitor differentiation; 360,000 tested, 1% active; calls only at 10 µM; ER-HoxA9 myeloid progenitors, lysozyme-GFP differentiation, flow cytometry;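 active = normalized GFP-positive differentiation at or above the plate's own cutoff, the solvent-only control mean plus 3 SD; inconclusive = no clear call, values can overlap the other calls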;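 also: cells exposed to compound for four days before flow analysis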
Siah-1 displacement: blockers of Siah-1 interaction with plectin peptide – biochemical, fluorescence polarization, rhodamine-plectin, uHTS, primary screen (AID 1817); Siah-1 / rhodamine-plectin peptide fluorescence polarization; higher % means a stronger effect; one-dose displacement, % at 20 µM; IC50 in µM for titrated hits; 290,000 tested, 0.02% active;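 active = displacement of at least 50% at 20 µM, with a fluorescence ratio check between 0.3 and a set limit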;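 also: plate controls were Siah plus tracer with DMSO for no effect and tracer alone without Siah for full effect; strong numbers were not always called active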
Hep lipid drop: hepatic lipid droplet formation modulation. 240,000 tested, 0.4% active. inhibition, % at 6.5 µM. AML12 mouse hepatocytes, oleate lipid droplets, BODIPY imaging;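 active = lipid droplet intensity inhibited by at least 50%, with more than 500 cells counted; inconclusive = wells with under 300 cells, treated as cytotoxic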
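Assay system: AML12 mouse liver cells | Compound: 6.5 µM single-point dosing | Schedule: Overnight exposure | Technique: Fluorescence imaging, 20x objective, two fields per well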
AID2073: inhibitors of Mint1-CaV2.2 protein interaction, biochemical, HTRF (AID 2073); HTRF protein-protein interaction, Mint1-CaV2.2; higher % means a stronger effect; inhibition, % at 20 µM; hits with a dose series show IC50 in µM; 290,000 tested, 0.19% active; in the data active = inhibition mostly above about 51%, no sharp cut-off; inconclusive = no clear call, values can overlap the other calls; inactive = mostly below about 53%; also: some results filed as inactive read as strong as hits
XIAP antagonists: XIAP antagonists, biochemical, IAP family, fluorescence polarization (AID 1018). XIAP BIR domain, fluorescence polarization peptide displacement; higher % means a stronger effect. 200,000 tested, 0.007% active. displacement, % at 20 µM; hits with a dose series show IC50 in µM; in the data active = displacement above about 50%; also: a part of the inactive calls stands beside numbers as strong as those of hits
LYP inhibition: inhibitors of LYP phosphatase, biochemical, fluorescence intensity, uHTS (AID 1779); recombinant LYP phosphatase, fluorescence intensity; higher % means a stronger effect; 290,000 tested, 0.054% active; one-dose inhibition, % at 11.5 µM; IC50 in µM for titrated hits;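 also: plate controls were vehicle with enzyme for no effect and no enzyme for full effect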
Dengue-2 NS5 capping: Dengue-2 NS5 methyltransferase inhibitors, primary screen, biochemical, confirmation dose response (AID 588689); Dengue-2 NS5 methyltransferase capping enzyme assay, biochemical; higher % means a stronger effect; one-dose inhibition, % at 25 µM; IC50 in µM for titrated hits; 340,000 tested, 0.3% active; in the data active = a potency from the dose series; inconclusive = inhibition above about 29% without an active follow-up result
Hep lipid drop cells 6.5 µM: second read-out of Hep lipid drop, no call of its own (marks repeat the call); cell count; measured here: cell count, cytotoxicity flag;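 cells counted across two imaged fields per well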
Dengue-2 NS5 capping pilot replicate: recorded beside Dengue-2 NS5 capping, whose call it bears; inhibition, %; measured here: pilot screen replicate inhibition
Myeloid diff 2 GFP+ MAC1+ %: recorded beside Myeloid diff 2, whose call it bears; GFP+ MAC1+ double positive, %; measured here: differentiation confirmed by MAC1 staining
Numbers without * were called inactive; i = inactive; ? = inconclusive; / = no result given; & = joins results of further samples. Rule as the data show it, unless noted: active = inhibition above about 50%; inactive = the rest.

SMILES	NOD2 inhibition	HIV peptide binding	Myeloid diff 2	Myeloid diff 2 GFP+ MAC1+ %	Siah-1 displacement	Hep lipid drop	Hep lipid drop cells 6.5 µM	AID2073	XIAP antagonists	LYP inhibition	Dengue-2 NS5 capping	others
CN1CCN(C(=O)CSc2nc(-c3ccco3)cc(C(F)(F)F)n2)CC1	16.1%	1.1%	i	0.4	3.4%	2.3	715	4.3%	-7.0%	-4.8%	-5.9%
CCCN(CCC)C(=S)NC(=O)c1ccc(Cl)cc1Cl	9.3%	0.7%	i	7.7	1.3%	/	/	-22.6%	-1.4%	-3.7%	-2.7%
O=C(CN(Cc1ccccc1)C(=O)CCC(=O)Nc1ccccn1)NCc1ccc(F)cc1	22.2%	-0.8%	i	0.3	-3.5%	-0.7	782	30.0%	/	-7.4%	-7.5%
Cc1cc(Br)cc(C)c1NC(=O)c1ccccc1[N+](=O)[O-]	4.1%	-1.3%	i	0.2	3.6%	24.0	558	-12.0%	-4.2%	-6.7%	-4.5%
COc1ccc(CCn2c(C)cc(C(=O)CSc3nnnn3-c3ccccc3)c2C)cc1OC	21.6%	1.8%	i	9.5	0.8%	-4.8	759	19.5%	-11.0%	5.7%	-7.0%
CCC(C)c1ccccc1OCCCCN1CCCC1 (configuration not stated)	-4.1%	2.5%	i	0.4	1.0%	-2.0	600	-1.9%	-0.5%	-9.4%	1.9%
CC(C(=O)c1ccc(Br)cc1)[n+]1cccc(NC(=O)c2ccccc2)c1 (configuration not stated)	2.9%	1.2%	i	0.5	1.1%	9.4	712	3.1%	-12.9%	-3.4%	-7.3%
COc1cccc(/C=N/NC(=O)CSCC(=O)Nc2ccccc2)c1O	27.7%	-0.1%	i	0.5	2.1%	/	/	0.7%	-4.2%	0.3%	-6.4%
Cn1c(=O)[nH]c(=O)c2c1nc(N1CCOCC1)n2CCCSc1ncccn1	7.8%	-0.6%	i	0.8	-8.8%	/	/	-3.5%	-4.2%	-7.9%	-2.7%
C=CCNC(=O)c1onc(CSc2ccc(C)c(C)c2)c1C(=O)O	-26.1%	7.5%	i	0.3	3.0%	/	/	-4.6%	-1.1%	-1.9%	-4.4%
Cc1ccc(C(=O)Nc2cccc(C(F)(F)F)c2)cc1NC(=O)c1ccno1	13.3%	1.8%	?	/	2.1%	-4.1	679	9.0%	/	-2.2%	-4.0%&-1.2%
CCN(c1ccccc1)S(=O)(=O)c1nnc(NC(=O)CC(C)C)s1	3.4%	-1.7%	i	0.8	-3.6%	-4.7	814	8.5%	/	-7.1%	1.3%
CC1CCN(C(=O)CC#N)CC1	-13.4%	-0.3%	i	0.8	11.7%	-4.4	728	-0.1%	/	-3.6%	8.5%
COc1cccc(/C=N/NC(=O)c2cc(-c3cccn3C)n[nH]2)c1	3.2%	3.9%	i	0.8	1.5%	/	/	4.8%	-2.9%	-0.1%	-6.9%	Dengue-2 NS5 capping pilot replicate=0.9
O=C(c1ccco1)N1CCN(C(c2ccc(Cl)cc2)c2nnnn2Cc2ccccc2)CC1 (configuration not stated)	-18.9%	0.7%	i	4.9	0.2%	-45.8	780	0.5%	-1.9%	6.0%	-3.7%
COc1cccc(CN(C)CC(=O)Nc2cc3oc4ccccc4c3cc2OC)c1	8.2%	-3.0%	i	0.2	-3.7%	-3.0	546	6.8%	-9.7%	-5.6%	-5.1%
Cc1c(CNCCC2=CCCCC2)c(C(=O)O)c(C)n1Cc1ccccc1	19.5%	-0.3%	i	0.2	-5.0%	-1.9	722	-12.1%	-2.9%	-7.6%	-11.6%
COC(=O)C(C(=O)OC)C(c1ccccc1)C(C(=O)c1ccccc1)[N+](=O)[O-] (configuration not stated)	15.8%	-2.4%	i	0.6	2.0%	0.1	691	-8.4%	/	-3.1%	6.1%
CC(C)(C)NC(=S)NC(=O)C12CC3CCC(CC(C3)C1)C2	1.8%	-0.5%	i	0.3	7.2%	13.1	619	-20.4%	-5.8%	-5.4%	-10.3%
Oc1c(CN2CCN(c3ccccc3)CC2)cc(Br)c2cccnc12	/	1.1%	?	/	-11.2%	7.3	827	-3.4%	/	-3.5%	0.0%
C#Cc1cccc(NC(=O)c2ccc3c(c2)C(=O)N(Cc2cccnc2)C3=O)c1	3.5%	-1.3%	i	1.9	1.6%	-15.7	731	12.9%	/	-5.0%	3.2%
O=C(NCc1ccc2c(c1)OCO2)C12CC3CC(CC(C3)C1)C2	-22.6%	1.8%	i	1.0	1.4%	5.6	767	9.6%	-5.0%	-4.5%	-7.5%	Dengue-2 NS5 capping pilot replicate=-2.7
NC(=O)C1CCN(CCS(=O)(=O)c2ccc(Cl)cc2)CC1	5.9%	-0.3%	i	0.6	-0.6%	-5.5	689	6.4%	/	-9.4%	-2.3%
CCN=C1SC(C(=O)Nc2cccc(C)c2)CC(=O)N1CC (configuration not stated)	-16.1%	0.4%	i	0.3	-1.6%	-18.7	728	-3.4%	-2.2%	-1.9%	-1.6%
CSc1nnc(-c2cccn(Cc3cccc(Cl)c3)c2=O)o1	11.2%	-2.5%	i	0.8	3.2%	-5.6	685	7.2%	-8.7%	-19.7%	0.7%

(next part)
SMILES	NOD2 inhibition	HIV peptide binding	Myeloid diff 2	Myeloid diff 2 GFP+ MAC1+ %	Siah-1 displacement	Hep lipid drop	Hep lipid drop cells 6.5 µM	AID2073	XIAP antagonists	LYP inhibition	Dengue-2 NS5 capping	others
NC(=O)[C@@H]1CCCCNc2c(F)cc([N+](=O)[O-])cc2C(=O)N[C@@H](CCCN=C(N)N)C(=O)NCC(=O)N1	6.7%	2.0%	i	1.6	-3.9%	/	/	-12.5%	-6.3%	-6.0%	-1.4%
O=C(/C=C/c1ccc(F)cc1)NCc1ccco1	-20.8%	2.6%	i	0.3	-17.9%	-18.2	671	17.7%	0.4%	1.5%	4.5%
O=C(CSc1nnc(-c2ccccc2)c(-c2ccccc2)n1)NC1CCS(=O)(=O)C1 (configuration not stated)	15.8%	-0.2%	i	0.5	4.2%	31.9	681	5.0%	-6.3%	-7.6%	-3.0%
CC(C)CN(c1ccccc1)S(=O)(=O)c1nnc(NC(=O)C(C)C)s1	-1.2%	0.9%	i	0.6	-4.9%	/	/	12.6%	/	-7.3%	3.3%
Clc1ccc(-c2n[nH]c3c2CCC3)cc1Cl	-9.5%	-1.6%	i	0.6	5.0%	/	/	-0.3%	-3.0%	2.7%	4.0%
CCCc1cc(N2CCN(c3ccccn3)CC2)n2nc(C)c(-c3ccccc3)c2n1	-7.0%	2.8%	i	0.6	-2.8%	/	/	28.7%	-11.4%	4.5%	-1.6%
CCCS(=O)(=O)N1CCN(C(=O)COc2ccc(-c3ccccc3)cc2)CC1	5.8%	4.1%	i	0.5	-1.0%	-21.3	704	21.8%	-1.5%	5.2%	2.4%
CCN1CCN(C(=O)c2ccc(C)c(S(=O)(=O)Nc3cccc(C)c3)c2)CC1	-2.2%	0.5%	i	0.0	-4.9%	-6.7	658	4.2%	/	-6.5%	1.9%
CC(C)[C@@H](C(=O)NCc1ccco1)N1C(=O)N2CCc3c([nH]c4ccccc34)[C@@]2(C)C1=O	11.4%	2.8%	i	2.6	-3.3%	-21.6	786	26.5%	/	-3.3%	-3.5%
Cc1c(C)c2c(OCC(=O)NCc3ccco3)cc3c(c2oc1=O)CCC(C)(C)O3	-18.4%	-0.6%	i	1.4	2.3%	/	/	41.7%	/	-6.8%	2.2%
CCOc1ccc(CCNC(=O)c2ccc3c(=O)[nH]c4c(C(=O)NC(C)C)sc(=S)n4c3c2)cc1	/	62.5µM*	i	0.0	-9.1%	-0.3	675	12.4%	/	-1.0%	6.2%
COc1cc2c(cc1OC)[C@@H]1Cc3cc4c(cc3[C@H](C2)N1C)OCO4	4.3%	-1.1%	i	1.7	5.0%	/	/	3.8%	-4.4%	1.8%	-4.1%
CCOc1cc(C2C3=C(CCCC3=O)N(CCC(=O)O)C3=C2C(=O)CCC3)ccc1OS(=O)(=O)c1ccc(C)cc1	11.6%	14.0%	i	0.6	2.2%	-6.5	606	6.5%	-3.1%	-17.7%	0.0%
Cc1nnc(SCC(=O)N2CC(=O)Nc3ccccc32)n1C	-1.1%	-1.0%	i	0.5	-0.6%	1.9	753	-1.1%	-7.5%	-5.6%	10.6%
COc1cc(Cn2nnc3ccccc32)cc(Br)c1O	16.6%	-3.5%	i	0.4	-1.2%	/	/	-10.6%	/	-7.5%	-4.8%
CC1(C)C(=O)OC(c2cccs2)C(C)(C)C1=O (configuration not stated)	4.3%	0.5%	i	0.8	1.1%	/	/	-0.7%	-3.4%	-6.1%	-1.4%	Dengue-2 NS5 capping pilot replicate=-4.0
Nc1nc2c(s1)C(=O)CCC2	17.0%	-1.0%	i	0.5	-0.5%	/	/	-0.9%	-1.7%	-4.7%	-1.4%
CS(=O)(=O)NCc1nnc(SCC(=O)NC2CCCCC2)n1-c1ccc(F)cc1	4.4%	1.4%	i	0.5	-0.1%	0.8	744	-10.7%	-0.3%	-1.0%	-4.1%
CCCc1nc2ccc(N)cc2c(=O)n1Cc1ccccc1Cl	-7.5%	-1.9%	i	0.3	5.5%	-1.0	801	16.2%	/	-5.5%	0.7%	Dengue-2 NS5 capping pilot replicate=2.7
O=C(NCCCN1CCCCCC1)c1ccc(N2CCCC2=O)cc1	11.2%	-3.1%	i	0.8	-7.2%	19.9	679	-2.2%	-4.0%	-7.2%	4.2%
CCc1ccc(OCC(O)Cn2c(N3CCCCC3)nc3c2c(=O)[nH]c(=O)n3C)cc1 (configuration not stated)	0.6%	0.3%	i	0.2	-1.0%	-11.8	788	9.4%	/	-7.9%	-6.9%

Some of these compounds in order of count of non-hydrogen atoms, low to high.
SMILES	NOD2 inhibition	HIV peptide binding	Myeloid diff 2	Myeloid diff 2 GFP+ MAC1+ %	Siah-1 displacement	Hep lipid drop	Hep lipid drop cells 6.5 µM	AID2073	XIAP antagonists	LYP inhibition	Dengue-2 NS5 capping	others
Clc1ccc(-c2n[nH]c3c2CCC3)cc1Cl	-9.5%	-1.6%	i	0.6	5.0%	/	/	-0.3%	-3.0%	2.7%	4.0%
O=C(NCc1ccc2c(c1)OCO2)C12CC3CC(CC(C3)C1)C2	-22.6%	1.8%	i	1.0	1.4%	5.6	767	9.6%	-5.0%	-4.5%	-7.5%	Dengue-2 NS5 capping pilot replicate=-2.7
Oc1c(CN2CCN(c3ccccc3)CC2)cc(Br)c2cccnc12	/	1.1%	?	/	-11.2%	7.3	827	-3.4%	/	-3.5%	0.0%
COC(=O)C(C(=O)OC)C(c1ccccc1)C(C(=O)c1ccccc1)[N+](=O)[O-] (configuration not stated)	15.8%	-2.4%	i	0.6	2.0%	0.1	691	-8.4%	/	-3.1%	6.1%
Cc1c(C)c2c(OCC(=O)NCc3ccco3)cc3c(c2oc1=O)CCC(C)(C)O3	-18.4%	-0.6%	i	1.4	2.3%	/	/	41.7%	/	-6.8%	2.2%

Compound activity as filed in PubChem BioAssay.

The list is partial. The share of hits here may be higher or lower than overall.
